EPAC1 ag = qHTS for Agonist of cAMP-regulated guanine nucleotide exchange factor 3 (EPAC1): primary screen; EPAC1 agonist qHTS, biochemical assay; response scale: 100% = response to 6.5 mM cAMP; Potency, µM (highest dose often 154 µM), for the others: top-dose activation, usual class: activators; 0.073% of 360,000 active; note: potency is the fitted concentration of half-maximal effect; nearly all actives have a fitted effect of over 60% in size
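Nucleotide exchange assay: 100 nM EPAC1 with 250 nM Rap1B loaded with BODIPY-GDP and 50 uM GDP, room temperature. Fluorescence (480/540 nm) read every 5 min for 30 min; signal change normalized to 6.5 mM cAMP as full agonist.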
aSyn rescue = qHTS of alpha-syn Inhibitors. AID 652106, 2013. Potency, µM (series often up to 46.1 µM), without a hit: at the highest dose growth rescue (activation), usual class: activators. Yeast expressing alpha-synuclein, growth rescue, BacTiter-Glo, 24 h. 0.14% of 370,000 active; note: potency is the fitted concentration of half-maximal effect; % of control where 0% means no effect; nearly all actives have a fitted effect of over 65% in size
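Rescue of yeast growth: cells expressing toxic alpha-synuclein, induced in galactose at OD600 0.02, incubated with compound 24 h at 30 C. ATP luminescence quantified growth; inhibitors of toxicity appear as activators.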
EPAC1 antag = qHTS for Antagonist of cAMP-regulated guanine nucleotide exchange factor 3 (EPAC1): primary screen | EPAC1 GEF assay, Rap1b-BODIPY-GDP exchange fluorescence | Potency, µM (series often up to 115 µM), for inactives: at the top dose activity change, negative = inhibition, actives largely listed as inhibitors | 0.14% of 360,000 active | AID 720709, 2013;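 note: potency is the fitted concentration of half-maximal effect; plate controls were vehicle for no effect and positive control for full effect; nearly all actives have a fitted effect of over 50% in size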
PI5P4K alpha inh = qHTS for Inhibitors of phosphatidylinositol 5-phosphate 4-kinase (PI5P4K); AID 652105, 2013; PI5P4Kalpha enzyme, ADP-Glo luminescence, 60 min; active compounds read low; Phosphatidylinositol 5-phosphate 4-kinase type-2 alpha (Homo sapiens), P48426; max response, %; 1.2% of 330,000 active; active = max response of -50% or lower; inconclusive = between -30% and -50%; inactive = -30% or higher; note: value at the top dose of about 77 µM; % is set by controls: 0 for no effect and ±100 for the full control effect
Target sequence (P48426 whole entry, looked up): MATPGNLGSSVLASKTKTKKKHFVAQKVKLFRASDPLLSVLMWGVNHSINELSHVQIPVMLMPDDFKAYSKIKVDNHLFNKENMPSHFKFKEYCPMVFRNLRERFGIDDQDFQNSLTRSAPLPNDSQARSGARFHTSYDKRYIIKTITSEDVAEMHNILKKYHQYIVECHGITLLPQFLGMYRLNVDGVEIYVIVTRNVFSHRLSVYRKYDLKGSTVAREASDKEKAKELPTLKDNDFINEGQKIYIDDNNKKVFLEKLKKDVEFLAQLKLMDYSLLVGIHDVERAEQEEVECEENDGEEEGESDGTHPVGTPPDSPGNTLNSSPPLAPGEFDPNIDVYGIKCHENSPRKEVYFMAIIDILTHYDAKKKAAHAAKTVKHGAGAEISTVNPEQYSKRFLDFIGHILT
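Human PI5P4Kalpha with substrate in 0.038 M HEPES pH 7.4, 0.28 mM EGTA, 0.1% CHAPS, 5% DMSO; reaction started with 5 microM ATP (final), 60 min at room temperature. ADP formed read by ADP-Glo luminescence.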
IL2 activator = qHTS of IL-2 Activators. AID 652025, 2013. IL-2 activation reporter assay, cell-based qHTS; stimulated with anti-CD3/CD4/CD28 beads; in transgenic mouse T cells. 0.065% of 360,000 active. activation, % (series mostly up to about 46 µM); in the data active = activation above about 50%; inconclusive = mostly about 30% to 49%; note: 0% is about no effect
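EGFP and DsRed fluorescence is measured by plate cytometry in unstimulated transgenic mouse T cells exposed to compound for 60 minutes, then stimulated 18 hours at 37 degrees C with anti-CD3/anti-CD4 beads plus anti-CD28.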
WRN inhibitor = qHTS for Inhibitors of WRN Helicase | Bifunctional 3'-5' exonuclease/ATP-dependent helicase WRN (Homo sapiens), Q14191 | WRN helicase unwinding, fluorescent forked duplex, kinetic | Potency, µM (series often up to 114 µM), for the others: at the top dose activity change, negative = inhibition, usual class: inhibitors | 0.46% of 360,000 active | AID 651768, 2012; note: potency is the fitted concentration of half-maximal effect; % is set by controls: 0 for no effect and ±100 for the full control effect; nearly all actives have a fitted effect of over 55% in size
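Kinetic red-fluorescence monitoring (525/598 nm) tracks WRN helicase activity after 100 nM fluorophore-quencher forked duplex and 2 mM ATP are added to 20 nM enzyme pretreated 15 min at room temperature with compound.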
Abeta rescue = qHTS for compounds that reverse cellular toxicity of Amyloid beta (A-beta) peptide in yeast: Primary Screen | yeast expressing A-beta42, growth rescue, OD600, 48 h; response scale: 0% DMSO, 100% iron-clioquinol control | Potency, µM (titrated, usually from 46.1 µM), inactives show top-dose growth rescue, actives largely listed as activators | 0.063% of 410,000 active | AID 1347071, 2019; note: potency is the fitted concentration of half-maximal effect; nearly all actives have a fitted effect of over 55% in size
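Yeast A-beta toxicity model in growth medium with pinned compounds, 48 h at 30 C; growth read as absorbance at 600 nm. Normalized to FeCl3/clioquinol equimolar mix (positive) and DMSO (negative).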
PLK1 PBD block = qHTS for Inhibitors of PLK1-PDB (polo-like kinase 1 - polo-box domain): Primary Screen; Plk1 PBD binding of FITC phosphopeptide, fluorescence polarization; AID 720504, 2013; Potency, µM, for inactives: max response, negative = inhibition, most hits filed as inhibitors; 2.8% of 360,000 active; Serine/threonine-protein kinase PLK1 (Homo sapiens), P53350; note: potency is the fitted concentration of half-maximal effect; series mostly up to about 57 µM; % is set by controls: 0 for no effect and ±100 for the full control effect; nearly all actives have a fitted effect of over 65% in size
Target sequence (P53350 whole entry, looked up, the tested form may be a part): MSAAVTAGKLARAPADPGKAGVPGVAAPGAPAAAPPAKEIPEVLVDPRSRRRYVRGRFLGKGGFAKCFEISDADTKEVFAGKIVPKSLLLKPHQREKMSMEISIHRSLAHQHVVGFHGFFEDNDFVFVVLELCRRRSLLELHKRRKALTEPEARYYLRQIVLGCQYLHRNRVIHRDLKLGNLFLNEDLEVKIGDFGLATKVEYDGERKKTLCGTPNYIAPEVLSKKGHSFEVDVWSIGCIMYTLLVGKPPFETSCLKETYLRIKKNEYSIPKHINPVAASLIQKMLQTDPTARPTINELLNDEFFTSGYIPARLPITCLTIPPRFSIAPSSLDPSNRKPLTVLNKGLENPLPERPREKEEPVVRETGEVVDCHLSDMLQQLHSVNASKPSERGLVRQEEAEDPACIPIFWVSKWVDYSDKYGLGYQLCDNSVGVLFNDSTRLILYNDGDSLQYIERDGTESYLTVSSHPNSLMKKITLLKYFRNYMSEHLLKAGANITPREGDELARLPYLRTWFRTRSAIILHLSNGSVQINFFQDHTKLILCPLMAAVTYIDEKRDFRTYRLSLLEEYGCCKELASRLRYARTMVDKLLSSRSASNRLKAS
FUS suppressor = qHTS for Suppressors of FUS Proteinopathy: Primary screen using FUS-linked yeast assay | S. cerevisiae FUS-expressing, growth rescue, OD600, 24 h | Potency, µM (series often up to 76.6 µM), for inactives: at the highest dose growth rescue (activation), most hits filed as activators | 0.24% of 390,000 active;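 note: potency is the fitted concentration of half-maximal effect; plate controls were DMSO vehicle for no effect and reference control for full effect; nearly all actives have a fitted effect of over 55% in size; some results filed as inactive show a strong effect at the top dose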
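Steps: raffinose overnight preculture; dilution to OD 0.005 in 2% galactose minimal medium; compound addition (concentration series); 24hr at 30C, 99% humidity; absorbance read at 600 nm.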
* = called active by the depositor; ? = inconclusive; . = not tested or not shown; [ ] = another dose, or the depositor's remark. Unless noted, calls come from the whole dose curve; as a rule, active = well fitted curve in the direction sought with a large enough effect; inconclusive = small, poorly fitted or top-dose-only effect, or another doubt; inactive = no such curve, though single readings can be large; an effect the other way counts as inactive or inconclusive. Outcome played no part in choosing rows, and some 4.1% of all compounds hit somewhere here.

SMILES | EPAC1 ag | aSyn rescue | EPAC1 antag | PI5P4K alpha inh | IL2 activator | WRN inhibitor | Abeta rescue | PLK1 PBD block | FUS suppressor
Cc1ccc(C(=O)COC(=O)c2cccc(N3C(=O)c4c(C)nc5ccccc5c4C3=O)c2)cc1C | 6% | 3% | -1% | 6 | 5.5 | -7% | 22% | 2% | 11%
C=CCn1c(=O)n(CCOC)c(=O)c2sc3ccccc3c21 | 5% | -3% | 27% | 6 | -2.0 | 1% | -14% | -7% | -7%
CCCCCN(C(=O)NC(=O)Nc1ccccc1C)S(C)(=O)=O | 9% | -6% | 8% | . | -1.5 | 3% | 1% | -7% | -15%
O=C(Nc1nnc(C2CC2)s1)C1CCCCN1S(=O)(=O)c1ccccc1 (stereo not drawn) | 3% | 2% | -4% | -4 | -0.7 | -7% | 37% | -21% | 15%
COc1cc2c(cc1OC)C(C(=O)Nc1cccc(C)n1)C(c1cccnc1)N(C)C2=O (stereo not drawn) | 0% | -1% | -7% | -3 | -0.3 | 2% | 6% | -7% | 9%
Cc1ccc(S(=O)(=O)N2CCN(C(=O)C(O)c3ccccc3)CC2)cc1 (stereo not drawn) | 2% | 3% | -16% | -2 | -0.1 | -6% | 2% | -3% | -2%
Cc1nc(N=C(N)N)nc2ccccc12 | -2% | 5% | -31% | 6 | -0.7 | 45%[activator] | -6% | -6% | 1%
O=C(O)c1ccc(N2C(=O)c3cccc(Oc4ccc(Cl)cc4)c3C2=O)cc1 | 7% | ? | 16% | -1 | 1.5 | 4% | 0% | -11% | 15%
COc1cccc(CN(C)C(=O)c2cc(-c3ccc(F)cc3)nc3ccccc23)c1 | 13% | -7% | -2% | 1 | -6.2 | 0% | 10% | 1% | 26%
COc1ccccc1CCNC(=O)C(=O)NCC1OCCN1S(=O)(=O)c1ccc([N+](=O)[O-])cc1 (stereo not drawn) | -2% | 6% | -1% | -24 | -3.6 | 1% | 2% | -3% | ?
CCCCn1c(SCC(=O)Nc2ccc(OC)cc2)nc2ccc(N3CCOCC3)cc2c1=O | 6% | . | -4% | -7 | -1.0 | -1% | 1% | -13% | 38%
CCOc1ccc(CN(C)CCc2ccccn2)cc1 | 3% | -8% | -9% | 1 | 0.5 | -34% | -2% | -6% | 2%
Cn1c(N)c(C(=O)COC(=O)C2CCCCC2)c(=O)n(C)c1=O | 8% | 0% | -2% | . | -3.9 | 1% | 2% | -11% | 18%
COc1ccc(Cl)cc1NC(=O)CN1CCc2ccccc2C1 | 25% | -5% | 2% | 11 | 1.3 | -5% | -5% | 1% | -5%
CCN(CC)CCNC(=O)c1cc2c(s1)-c1ccccc1SC2 | -3% | 7% | -3% | -1 | -0.5 | -7% | -20% | -4% | -15%
CCCCCCOc1ccc(/C(C)=N/NC2=NCCN2)cc1[N+](=O)[O-] | -8% | -4% | -2% | -19 | 0.7 | 5% | -15% | -13% | 38%
COc1cc(NC(=O)c2c(F)cccc2F)c(Cl)cc1Cl | 6% | 6% | 0% | 13 | -0.5 | 1%[57.1 µM] | -12% | ? | -3%
CCOc1c2c(nc3ccc(Cl)cc13)CCC2 | 5% | -4% | 5% | . | -1.8 | -1% | -27% | -6% | 24%
C=CCN=c1scc(-c2ccc3c(c2)NC(=O)CO3)n1/N=C(\C)c1ccccn1 | -2% | -26% | -3% | -6 | -2.6 | -5% | -24% | ? | 23%
CCOC(=O)c1cnn(-c2cc(C)nc3c(-c4ccccc4)c(C)nn23)c1N | -7% | -13% | 3% | 3 | 1.2 | 8% | -20% | ? | -14%

Sorted by heavy-atom count (rising): part of the list above.
SMILES | EPAC1 ag | aSyn rescue | EPAC1 antag | PI5P4K alpha inh | IL2 activator | WRN inhibitor | Abeta rescue | PLK1 PBD block | FUS suppressor
Cn1c(N)c(C(=O)COC(=O)C2CCCCC2)c(=O)n(C)c1=O | 8% | 0% | -2% | . | -3.9 | 1% | 2% | -11% | 18%
CCCCCCOc1ccc(/C(C)=N/NC2=NCCN2)cc1[N+](=O)[O-] | -8% | -4% | -2% | -19 | 0.7 | 5% | -15% | -13% | 38%
C=CCN=c1scc(-c2ccc3c(c2)NC(=O)CO3)n1/N=C(\C)c1ccccn1 | -2% | -26% | -3% | -6 | -2.6 | -5% | -24% | ? | 23%
COc1cccc(CN(C)C(=O)c2cc(-c3ccc(F)cc3)nc3ccccc23)c1 | 13% | -7% | -2% | 1 | -6.2 | 0% | 10% | 1% | 26%
COc1cc2c(cc1OC)C(C(=O)Nc1cccc(C)n1)C(c1cccnc1)N(C)C2=O (stereo not drawn) | 0% | -1% | -7% | -3 | -0.3 | 2% | 6% | -7% | 9%
Cc1ccc(C(=O)COC(=O)c2cccc(N3C(=O)c4c(C)nc5ccccc5c4C3=O)c2)cc1C | 6% | 3% | -1% | 6 | 5.5 | -7% | 22% | 2% | 11%

Additional compounds follow:
SMILES | EPAC1 ag | aSyn rescue | EPAC1 antag | PI5P4K alpha inh | IL2 activator | WRN inhibitor | Abeta rescue | PLK1 PBD block | FUS suppressor
CN(c1ccc(OCC(=O)N2CCN(c3ccc(F)cc3)CC2)cc1)S(=O)(=O)c1cccs1 | 6% | 9% | -3% | -16 | -4.0 | -11% | 12% | -16% | 32%
O=C(O)c1ccccc1-n1cccc1C(=O)O | -3% | 5% | -2% | -5 | 0.1 | -1%[11.6 µM] | -13% | -4% | -16%
CCCC(=O)NC(C)c1nc(-c2ccc(C)cc2)no1 (stereo not drawn) | 3% | 0% | -4% | 6 | -1.4 | -6% | 20% | -2% | -25%
N#Cc1ccc(CSc2ncccn2)cc1 | 15% | -5% | -21% | 0 | 0.1 | 4% | 3% | -4% | -24%
COCCCNC(=S)N1CCN(S(C)(=O)=O)CC1 | -1% | 0% | 4% | 4 | -1.6 | -9% | 20% | 0% | -22%
Cc1nc2ccccn2c1-c1csc(Nc2ccc(C(=O)O)cc2)n1 | -2% | 3% | -11% | 5 | 0.7 | -9% | 28% | -9% | 25%
O=C(NCc1ccc2c(c1)OCO2)c1ccncc1 | 13% | 0% | 0% | . | -1.0 | 2% | 21% | -1% | 8%
CCCCCCn1c(NCC)nc2c1c(=O)n(C)c(=O)n2C | -2% | 4% | -1% | -8 | -0.3 | 4% | 7% | -4% | 16%
COc1ccc(-n2nc(C(=O)N3CCC(C#N)CC3)c3c4ccccc4n(C)c3c2=O)cc1 | -10% | 0% | -29% | -1 | 3.5 | 0% | -9% | -11% | -8%
Cc1ccc(C2C3=C(CC(C)(C)CC3=O)Nc3[nH]c(=S)[nH]c(=O)c32)cc1 (stereo not drawn) | -1% | -6% | 3% | -25 | -0.2 | -5% | 17% | -22% | ?
O=C(NNC(=O)C1CC1c1ccccc1)c1ccccc1[N+](=O)[O-] (stereo not drawn) | -2% | 2% | 0% | 1 | -6.2 | -25% | 0% | -10% | .
O=C(CSc1nnnn1-c1ccc(F)cc1)c1ccc(O)c(O)c1 | 4% | -4% | -29% | -16 | 0.8 | ? | -13% | -21% | 35%
O=C(c1ccc(N2CCOCC2)cc1)N1CCCC(Nc2ccccc2)C1 (stereo not drawn) | -2% | 5% | 7% | -23 | -3.6 | 6% | 2% | 9.5µM* | -3%
CC1(c2ccc3ccccc3c2)NC(=O)N(CC(=O)NCc2cccs2)C1=O (stereo not drawn) | 13% | 0% | 0% | 0 | 1.0 | 2% | 6% | 3% | -9%
COCCNC(=O)Nc1ccc(F)cc1 | 14% | 0% | -9% | -8 | 2.5 | -7% | -13% | -1% | -3%
O=C(NNc1cccc(Cl)n1)Nc1ccccc1 | 3% | 1% | -1% | 3 | -2.4 | -3% | 16% | -7% | 13%
CCCCn1c(N)c(N(Cc2ccccc2OC)C(=O)CC2OC(=O)c3ccccc32)c(=O)[nH]c1=O (stereo not drawn) | 4% | -3% | 0% | -3 | -3.5 | 12% | -7% | -7% | 21%
CCCCNS(=O)(=O)c1ccc2nc(-c3cccnc3)cc(C(=O)NC3CCCC3)c2c1 | -7% | 7% | 3% | 4 | -5.3 | 8% | -9% | 4% | 9%
CN(CC(=O)C(C(N)=O)c1ccccc1)c1ccccc1 (stereo not drawn) | -2% | 1% | 2% | 1 | -3.5 | 18% | -9% | -6% | -2%
O=C(Nc1ccccc1)OCC1COC(c2ccccc2)(c2ccccc2)O1 (stereo not drawn) | 9% | 11% | -3% | -4 | -2.0 | -11% | -16% | -4% | .

Screening results deposited in PubChem BioAssay by National Center for Advancing Translational Sciences (NCATS).
